ROC1-CUL1 inh: human ROC1-CUL1 E3 ligase inhibition | in vitro K48 di-Ub FRET, acceptor:donor ratio, 45 min | inhibition, % at 10 µM | 140,000 tested, 0.6% active | AID 1347404; in the data active = inhibition above about 25%
Target sequence (P62877 whole entry, looked up): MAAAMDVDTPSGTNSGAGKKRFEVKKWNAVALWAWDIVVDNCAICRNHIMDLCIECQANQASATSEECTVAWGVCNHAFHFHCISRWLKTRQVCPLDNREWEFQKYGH
Target sequence (Q13616 whole entry, looked up): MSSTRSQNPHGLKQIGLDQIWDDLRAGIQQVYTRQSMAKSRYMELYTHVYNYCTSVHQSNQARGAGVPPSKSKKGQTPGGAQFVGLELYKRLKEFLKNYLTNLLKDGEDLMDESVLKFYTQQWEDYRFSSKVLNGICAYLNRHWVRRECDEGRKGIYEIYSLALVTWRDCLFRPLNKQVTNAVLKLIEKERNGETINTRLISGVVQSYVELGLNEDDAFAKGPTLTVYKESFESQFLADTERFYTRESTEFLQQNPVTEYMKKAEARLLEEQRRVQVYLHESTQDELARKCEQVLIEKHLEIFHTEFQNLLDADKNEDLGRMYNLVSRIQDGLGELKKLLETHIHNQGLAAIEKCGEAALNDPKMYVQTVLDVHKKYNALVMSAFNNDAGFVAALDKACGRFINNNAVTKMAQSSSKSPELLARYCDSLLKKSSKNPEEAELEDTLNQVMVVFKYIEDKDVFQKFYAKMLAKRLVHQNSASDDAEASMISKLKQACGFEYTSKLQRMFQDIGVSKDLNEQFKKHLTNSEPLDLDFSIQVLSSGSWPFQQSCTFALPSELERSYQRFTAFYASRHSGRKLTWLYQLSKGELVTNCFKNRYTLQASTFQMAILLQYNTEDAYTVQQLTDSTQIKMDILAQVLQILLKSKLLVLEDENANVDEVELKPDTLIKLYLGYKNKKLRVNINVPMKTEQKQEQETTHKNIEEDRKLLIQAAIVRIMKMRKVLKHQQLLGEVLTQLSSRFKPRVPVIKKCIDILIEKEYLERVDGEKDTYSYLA
An asterisk follows results filed as active; & = joins results of further samples.

SMILES	ROC1-CUL1 inh
O=C(CSc1nc2ccccc2n1Cc1ccccc1)N1CCN(c2ccc(F)cc2)CC1	3
COc1ccc2c(c1)c1c(c(=O)n(-c3ccc(F)c(Cl)c3)c(=O)n1Cc1ccccc1F)n2C	-3
Cc1ccc2nc3c(cc(C(=O)N(C)C)n3C)c(=O)n2c1	6
COc1ccc(/C=C/C(=O)Nc2ccc3nc4c(c(Nc5ccc(OC)c(OC)c5)c3c2)CCCC4)cc1	0
Cc1ccc(CNC(=O)Cc2c(C)c3c(cc(C)c4c(C)coc43)oc2=O)cc1	1
Cc1cc(Br)c(NC(=S)NC(NC(=O)c2cccc(Cl)c2)C(Cl)(Cl)Cl)c(Br)c1 (configuration not stated)	2
COCCC(=O)N1CCCC(CNC(=O)c2cccc3ccccc23)C1 (configuration not stated)	3
Nc1c(C(=O)N/N=C/c2ccc([N+](=O)[O-])s2)nnn1-c1ccc(Cl)cc1	-4
CC(Nc1nc(=S)nc(Nc2ccc(F)cc2)[nH]1)c1ccccc1 (configuration not stated)	-7
Cc1ccc(C(=O)COC(=O)c2n[nH]c(=O)c3ccccc23)cc1	6
CC1CCc2c(sc3ncn(CC(=O)NC4CCCC4)c(=O)c23)C1 (configuration not stated)	5
O=c1cc(Cl)c2ccccc2o1	-5

Pulled by structure from above (4):
SMILES	ROC1-CUL1 inh
Cc1cc(Br)c(NC(=S)NC(NC(=O)c2cccc(Cl)c2)C(Cl)(Cl)Cl)c(Br)c1 (configuration not stated)	2
CC1CCc2c(sc3ncn(CC(=O)NC4CCCC4)c(=O)c23)C1 (configuration not stated)	5
O=c1cc(Cl)c2ccccc2o1	-5
COc1ccc2c(c1)c1c(c(=O)n(-c3ccc(F)c(Cl)c3)c(=O)n1Cc1ccccc1F)n2C	-3

Carrying on.
SMILES	ROC1-CUL1 inh
CC(=O)N1CCC(Oc2ccc(Cl)cc2C(=O)N(C)Cc2sccc2C)CC1	3
Cc1cc(C2(O)CCCCC2C)cc(C)c1C (configuration not stated)	2
CCCN(CCC)C(=O)C1CCC(C)(C(=O)O)C1(C)C (configuration not stated)	-5
Cc1cn2c(nc3c2c(=O)n(CCC(C)C)c(=O)n3C)[nH]1	-1
C/C(=N\NC(=O)c1c(-c2ccccc2)noc1C)c1ccc(NC(=O)c2ccc(Br)o2)cc1	-9
CCCCn1c(CN2CCC(COC)C2)cnc1S(=O)(=O)CC1CCC1 (configuration not stated)	5
CCC(=O)c1cc2c(C)cc(=O)oc2c(C)c1OC(=O)c1ccccc1	5
COc1ccc(-c2noc(CN3CCN(C4CCCCC4)CC3)n2)cc1	3
CC1=NC(=S)C(C#N)=C(c2ccc(N(C)C)cc2)C1	11
Cc1ccc(/C(=C\N2CCOCC2)S(=O)(=O)c2ccc(C)cc2)cc1	5
CCN1C/C(=C/c2ccccc2)C(=O)/C(=C\c2ccccc2)C1	-4
CCC(C(=O)Nc1cc(C)on1)c1nc2ccccc2o1 (configuration not stated)	5
CCc1c2c(c(=O)n(-c3ccccc3)c1-c1ccccc1)C(=O)C(C(C)=O)C(=O)O2 (configuration not stated)	-3
Cc1cc(F)ccc1S(=O)(=O)Nc1cccc(C(=O)O)c1	10
Cc1ccc(NC(=O)CSc2nc3ccc(NC(=O)c4cccs4)cc3s2)cc1	-1
COc1cc(C)ccc1OCCSc1nc2ccc(NC(=O)c3ccc(F)cc3)cc2s1	-4
C/C(=N\NC(=S)NCCc1ccccc1)c1cccs1	4
CN(c1ccccc1)S(=O)(=O)c1ccc(N)cc1	-3
CCOC(=O)c1nn(-c2ccccc2F)c(C)c1C(C)=O	-1
Cc1cccc(Oc2ccc3c(c2)Oc2ccccc2NC3=O)c1	-5
CCOc1ccccc1CNC(=O)CCCn1nc(C)c2sc3ccccc3c2c1=O	8
O=C1c2ccccc2C(=O)N1c1ncn[nH]1	-4
Cc1ccc(CN(C(=O)c2ccccc2F)c2ccccn2)o1	0
COc1ccc(OC)c(NC(=O)C2CC(=O)N(c3ccccc3)C2)c1 (configuration not stated)	5
COc1ccc(/C=N/NC(=O)c2cccc(Cl)c2)cc1O	5
CCOC(=O)C(NS(=O)(=O)c1ccc2c(c1)C(=O)c1ccccc1-2)C(O)c1ccccc1 (configuration not stated)	-1
CCc1ccccc1NC(=O)C1CCN(S(=O)(=O)c2ccccc2)CC1	0
COc1ccccc1OCCCC(=O)Nc1cccc(C)c1C	3
O=C(CCC1(Cc2ccco2)CCC(=O)N1)NCc1ccc(F)cc1 (configuration not stated)	1
O=C1N(Cc2cccc(F)c2F)CCCC1(O)CNCC1CCCCC1 (configuration not stated)	11
CC(=O)O[C@@H]1O[C@H]2[C@H](OC(=O)[C@@H]2OC(C)=O)[C@H]1OC(C)=O	-5
O=C1Nc2ccccc2C12NNC(=S)NN2	1
CN(C)CCOC1COCc2ccccc21 (configuration not stated)	0
Cn1nc(-c2ccc(N3CCCCC3)c(NC(=O)c3ccc(Cl)cc3)c2)c2ccccc2c1=O	1
COc1cc2ccccc2c(-c2c(O)c3ccccc3c3ccccc23)c1O	-4
O=C1NC(c2ccc(C(=O)O)cc2)C(C(=O)c2ccccc2)C(O)(C(F)(F)F)N1 (configuration not stated)	5
Cc1nc2ccccc2cc1C(=O)N/N=C/c1ccccc1[N+](=O)[O-]	-8
Cc1ccc2c(c1)N(C(=O)c1ccc(F)cc1)C(C)(C)CC2(C)c1ccccc1 (configuration not stated)	10
COc1ccc(CCc2nc3cccnc3n2C2CCN(C(=O)C3CCCCCN3C)CC2)cc1 (configuration not stated)	5
CC(Oc1ccc(F)cc1Cl)C(=O)N1CCOCC1 (configuration not stated)	-6
O=C(O)CNS(=O)(=O)c1cccc(S(=O)(=O)c2ccc(Cl)cc2)c1	-4
CCOc1ccccc1NC(=O)c1c(NC(=O)COc2ccccc2)sc2c1CCCC2	8
C=CCOc1ccccc1CNc1ccc(C(=O)O)cc1	-4
CN1C(=O)C2C=C(c3ccccc3)C1C(C(=O)O)C2C(=O)O (configuration not stated)	7
CC(C)(C)OC(=O)N1CCC(c2c(C(=O)N3CCc4ccccc4C3)cnn2-c2ccc(Cl)cc2)CC1	-5
CC(C)Oc1ccc(CCNCc2c(C(=O)N3CCCC3)nc3sccn23)cc1	1
COc1ccc(C2(N3CCN(c4cccc(C)c4C)CC3)C(=O)c3ccccc3C2=O)cc1	-1
O=[N+]([O-])c1ccc(N/N=C\c2c[nH]c3ccccc23)nc1	5
Cc1cc(C)c2oc(C(=O)Nc3c(C(=O)c4ccc(F)cc4)oc4ccccc34)cc(=O)c2c1	-5
CCOc1ccc(NC(=O)CSCc2ccc(C(=O)OC(C)C)cc2)cc1	-1
COc1ncccc1-c1cnn(CC(=O)Nc2cc(C)nn2C2CCCC2)c1	2
COC(=O)c1cn([C@H]2C(C(O)CO)O[C@@H]3OC(C)(C)OC32)nn1 (some centres not stated)	-17
Cc1cc(C)cc(NC(=O)Cn2c(C)cc(C)c(C#N)c2=O)c1	-6
Cc1nc2ccccc2c(=S)n1-c1cccc(C(F)(F)F)c1	-5
Cc1ccc(C(=O)NNC(=O)CSc2nnc(-c3ccncc3)n2-c2ccc(C)cc2)cc1	1
CCOc1ccc(OCC)c(NC(=O)Cn2nc(CC)n3c(cc4sccc43)c2=O)c1	-7
COC(=O)c1ccc(C(=O)OC)c(NC(=O)c2ccc(Br)cc2)c1	-9
Cc1cccc(NC(=O)C2C3CCC4C(CCC32)C4(Cl)Cl)c1 (configuration not stated)	3
COc1ccc(-c2ccccc2NC(=O)C2CCCN2C(=O)C2CCOCC2)cc1 (configuration not stated)	3
Cn1c(SCC(=O)Nc2ccc(Br)cc2)nnc1-c1ccc(N)cc1	-12
Additional records.
SMILES	ROC1-CUL1 inh
COc1cccc(NC(=O)C2CC(c3ccccc3)OC2=O)c1 (configuration not stated)	6
CN=C1S/C(=C\c2cc(C)n(-c3ccc(N4CCOCC4)c(Br)c3)c2C)C(=O)N1C	-2
O=C(NC1CCC1)C1CCCN(C2CCN(C3Cc4ccccc4C3)CC2)C1 (configuration not stated)	-2
CNc1ncccc1C(=O)NCC1CCN(c2cnn(C)c(=O)c2)C1 (configuration not stated)	-7
CC(C)(C)CN1CCCC(O)(CNCc2ccccn2)C1=O (configuration not stated)	-7
Cc1nn(CC(=O)NCc2ccccc2Br)c(=O)c2cc3occc3n12	-4
CCc1ccc(O)c(NC(=S)NC(=O)c2cccc3ccccc23)c1	-9
CCCCCNC(=O)c1sc2cc(C)ccc2c1Cl	3
COc1ccc(CN2CCC(c3ccc(Cl)cc3)CC2)cc1OC	-3
CCC(C)NC(=O)c1cc2c(=O)n3cc(C)ccc3nc2n1C (configuration not stated)	0
CSc1ccc(CCNC(=O)CN2C(=O)COc3ccc(S(=O)(=O)N4CCCCCC4)cc32)cc1	-2
COc1cccc(CN2CCc3nc(N4CCN(c5ncccn5)CC4)ncc3C2)c1	0
COC(=O)c1c(-c2ccc(F)cc2)csc1NC(=O)c1ccccc1C	5
COc1ccc(C(c2c(C)n(C)n(-c3ccccc3)c2=O)C2C(=O)Oc3ccccc3C2=O)cc1 (configuration not stated)	-4
Cc1cc(C)c2c(=O)[nH]n(C)c2n1	7
O=C(Oc1ccccc1[N+](=O)[O-])c1cccc(F)c1	-1
CCOC(=O)N1CCC2(CC1)OC(=O)C(C)=C2C(=O)NCc1ccc(C)cc1	-9
Cc1cc(S(=O)(=O)N(C)C)c(C)cc1Br	-5
COCCCn1c(CN(C)C2CCCc3ccccc32)cnc1S(C)(=O)=O (configuration not stated)	-6
CCC(C)CNC(=O)C1(N2CCN(CC)CC2)Cc2ccccc2C1 (configuration not stated)	1
Cc1ccc(NC(=O)CN(c2ccccc2)S(=O)(=O)N(C)C)cc1Cl	13
CCOc1ccc(NC(=O)c2sc3nc4c(cc3c2N)CCCCCC4)cc1	-2&-3
CCOc1ccc2nc(Cl)c(C3CC(c4ccc(C)cc4)=NN3C(=O)CCCC(=O)O)cc2c1 (configuration not stated)	7
CSc1ccc(/C=C2/C(=O)N(C3CCCCC3)C(=S)N2C)cc1	10
O=C1NCCN(C(=O)c2ccco2)C1CC(=O)N1CCN(c2ccccc2)CC1 (configuration not stated)	-9
COc1ccc(OCc2ccc([N+](=O)[O-])cc2)cc1	-5
CCOc1nc(C)nc2ccc(Cl)cc12	-7
CCN1C(=O)/C(=C/c2ccccc2C(F)(F)F)SC1=S	13
COCc1cc([C@@H]2C[C@H]3CN(c4ccccc4)C(=O)[C@]34CCCN24)ccc1OC	4
Cc1ccc(CCNC(=O)CCS(=O)(=O)c2cc3c(cc2C)NC(=O)CO3)cc1	5
CC(C)(C)c1ccc(CC2=NC(=O)N(Cc3ccccc3F)C2=O)cc1	-3
Cc1cccc(NC(=S)NCCO)c1C	6
COc1cccc(CN2C(=O)c3ccccc3C2C(=O)NCCc2ccccc2)c1 (configuration not stated)	-3
O=C1NC(=O)N(c2cccc(Cl)c2)C(=O)/C1=C\c1ccc(O)cc1O	4
CCc1[nH]nc2c1C(c1cccc(OC)c1OC)C(C#N)C(=N)O2 (configuration not stated)	2
Cn1cc(CCC(=O)NCc2cccnc2Oc2ccccc2F)cn1	-6
O=C(C1=CCCC1)N1CCC(CO)(Cc2ccc(Cl)cc2)CC1	1
Cn1cc(/C=C\C(=O)N2CCc3ccccc32)cn1	-3
Cc1ccc(-c2csc3ncn(Cc4ccccc4F)c(=O)c23)cc1C	-3
Cc1nn(C)c(C(=O)Nc2cc(C(F)(F)F)cc(C(F)(F)F)c2)c1Br	5
CCOC(=O)c1c(C)c(-c2ccccc2)n(CC(=O)Nc2cccc(F)c2)c1C	-5
Cc1ccc(CNC(=O)c2c(-c3ccccc3Cl)noc2C)o1	-1
Cc1ccccc1COc1ccc(Cl)cc1/C=C1\C(=O)NN(c2ccccc2)C1=O	9
COc1ccc(CC(=O)Nc2sc3c(c2C(=O)Nc2cccc(C)c2)CCCCC3)cc1	2
CCCN1CCC(NC(=O)c2c(-c3ccccc3Cl)noc2C)CC1	-3
CCOc1ccc(NC(=O)CC2C(=O)N(c3ccccc3)C(=O)N2Cc2cccc(OC)c2)cc1 (configuration not stated)	-3
CCOC(=O)C1=C(C)OC(=N)C(C#N)C1c1ccccc1OS(=O)(=O)c1ccc(C)cc1 (configuration not stated)	3
COc1ccc(OC)c(CNc2ncnc3c2nc2n3CCCC2)c1	-2
NC(=O)c1ccc(C2CCCN2C(=O)c2cc(-c3ccccc3F)n[nH]2)s1 (configuration not stated)	3
CCN(CC)Cc1c(O)ccc2c(=O)c(-c3ccccc3)coc12	5
Cc1noc(C)c1CSc1ncnc2sc3c(c12)CCCCC3	3
CN1C(=O)CC(CC(=O)N2CCCC2c2ccc(F)cc2)(c2ccc(-c3ccccc3)cc2)C1=O (configuration not stated)	-3
CC(C)c1ccc(NC(=O)C(Cc2ccccc2)NS(=O)(=O)c2ccc3c(c2)CCC(=O)N3)cc1 (configuration not stated)	1
CC1(O)CC(=O)C(C(=O)OCc2ccccc2)C(c2ccc(O)cc2)C1C(=O)OCc1ccccc1 (configuration not stated)	8

Six entries out of the list, arranged by SMILES length, lowest first.
SMILES	ROC1-CUL1 inh
Cc1noc(C)c1CSc1ncnc2sc3c(c12)CCCCC3	3
CCN(CC)Cc1c(O)ccc2c(=O)c(-c3ccccc3)coc12	5
NC(=O)c1ccc(C2CCCN2C(=O)c2cc(-c3ccccc3F)n[nH]2)s1 (configuration not stated)	3
CCOc1ccc(NC(=O)CC2C(=O)N(c3ccccc3)C(=O)N2Cc2cccc(OC)c2)cc1 (configuration not stated)	-3
CN1C(=O)CC(CC(=O)N2CCCC2c2ccc(F)cc2)(c2ccc(-c3ccccc3)cc2)C1=O (configuration not stated)	-3
CC(C)c1ccc(NC(=O)C(Cc2ccccc2)NS(=O)(=O)c2ccc3c(c2)CCC(=O)N3)cc1 (configuration not stated)	1

Assay outcomes (PubChem BioAssay)

Some of the compounds tested; count on the stated rates, not on these rows.
